CHRM4 antagonist – antagonists of human muscarinic M4 receptor (CHRM4); inhibition, % at 3 µM; CHO-hM4 cells, ACh EC80, Fluo-8 calcium fluorescence; P08173; 360,000 tested, 0.73% active;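 active = inhibition above its plate's cutoff, the mean inhibition of sample wells plus 3 SD, cut at about 27% in these data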;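 also: 0% = acetylcholine EC80 with DMSO and 100% = DMSO without agonist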
CHRM4 agonist – agonists of human muscarinic M4 receptor (CHRM4); P08173; CHO-K1 hM4/Gqi5, Fluo-8 calcium fluorescence; vehicle 0%, full acetylcholine response 100%; activation, % at 3 µM; 360,000 tested, 0.14% active;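 active = activation above the run mean over all test wells plus 3 SD, cut at about 32% in these data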;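 also: peak over basal fluorescence ratio per well then scaled between controls; 0% = DMSO wells and 100% = acetylcholine at EC100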
CHRM5 PAM – potentiates acetylcholine response at human M5 receptor; P08912; CHO-K1 hM5, Fluo-8 calcium, ACh EC20 PAM; 0% = ACh EC20, 100% = ACh EC100; activation, % at 3 µM; 360,000 tested, 0.3% active; AID 624038;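 active = activation above the run cutoff, the mean activation of all test compounds plus 3 SD, cut at about 18% in these data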
Target sequence (P08912 whole entry, looked up): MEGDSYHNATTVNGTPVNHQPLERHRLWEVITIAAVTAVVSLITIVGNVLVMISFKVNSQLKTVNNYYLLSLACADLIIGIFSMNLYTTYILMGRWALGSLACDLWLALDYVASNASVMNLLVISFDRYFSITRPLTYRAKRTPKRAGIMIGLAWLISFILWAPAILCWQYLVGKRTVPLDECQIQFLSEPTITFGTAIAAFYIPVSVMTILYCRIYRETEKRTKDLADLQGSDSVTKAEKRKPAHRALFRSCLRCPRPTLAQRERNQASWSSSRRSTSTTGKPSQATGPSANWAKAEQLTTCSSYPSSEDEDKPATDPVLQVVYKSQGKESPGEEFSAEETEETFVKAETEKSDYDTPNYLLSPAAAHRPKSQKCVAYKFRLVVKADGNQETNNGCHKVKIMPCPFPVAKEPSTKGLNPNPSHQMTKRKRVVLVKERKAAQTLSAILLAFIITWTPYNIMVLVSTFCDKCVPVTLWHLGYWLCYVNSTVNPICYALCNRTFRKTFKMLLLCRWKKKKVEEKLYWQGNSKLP
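Probe or stimulus: acetylcholine, EC20 level; Assay system: human M5 receptor in CHO-K1 cells; Schedule: compound preincubation 140 s before EC20 acetylcholine addition; Technique: intracellular calcium via Fluo-8 fluorescence; Dosing: single-point, 3 µM nominal; Read-out basis: percent activation from peak-over-basal fluorescence ratio, scaled EC20-to-EC100 acetylcholine; Repeats: one well per compound, no replicates.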
M1 antag – blocks human M1 muscarinic receptor. CHO-K1 hM1, Fluo-8 calcium fluorescence, ACh EC80 antagonist. inhibition, % at 3 µM. 360,000 tested, 1.3% active. AID 588852;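 active = percent inhibition above its own plate's cutoff, namely the mean of that plate's compound wells plus 3 SD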;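 also: peak over basal fluorescence ratio during 140 s after agonist addition; 0% = ACh EC80 plus DMSO and 100% = DMSO alone without agonist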
CHRM5 agonist – agonists of human muscarinic M5 receptor (CHRM5) | P08912 | CHO-K1 hM5 cells, Fluo-8 calcium fluorescence; 0% DMSO wells, 100% maximal acetylcholine response | activation, % at 3 µM | 360,000 tested, 0.19% active | AID 624037;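 active = activation above the run's mean over test compounds plus 3 SD, cut at about 23% in these data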;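 also: signal is peak over basal fluorescence ratio across the kinetic read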
CHRM1 PAM – potentiates human M1 receptor response to acetylcholine; P11229; CHO-K1 hM1, Fluo-8 calcium fluorescence, ACh EC20; 0% = ACh EC20, 100% = maximal ACh; activation, % at 3 µM; 360,000 tested, 0.088% active; in the data active = activation above about 19%, passing the limit was not always enough
CHRM1 agonist – activates human CHRM1 receptor | 360,000 tested, 0.33% active | activation, % at 3 µM | AID 588814 | CHO-K1 hM1, Fluo-8 calcium fluorescence, agonist mode; 0% DMSO, 100% acetylcholine EC100;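 active = activation above the run's mean compound activation plus 3 SD, cut at about 16% in these data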;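 also: peak over basal fluorescence ratio within a 140 s kinetic read after compound addition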
CHRM5 antagonist – CHRM5 antagonism in calcium assay; P08912; CHO-hM5 cells, Fluo-8 calcium fluorescence, ACh EC80; inhibition, % at 3 µM; 360,000 tested, 0.59% active; AID 624040;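 active = inhibition above a per-plate cutoff, the mean of that plate's test compounds plus 3 SD, cut at about 27% in these data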;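 also: 0% = acetylcholine EC80 with DMSO and 100% = DMSO without agonist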
TAAR1 agonist – agonists of human TAAR1 | Q96RJ0 | activation, % at 3 µM | 360,000 tested, 0.99% active | CHO RD-HGA16 TAAR1, Fluo-8 calcium fluorescence; vehicle wells 0%, saturating PEA agonist 100%;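 active = activation above the mean activation of all test compounds in the run plus 3 SD, cut at about 38% in these data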
Target sequence (Q96RJ0 whole entry, looked up): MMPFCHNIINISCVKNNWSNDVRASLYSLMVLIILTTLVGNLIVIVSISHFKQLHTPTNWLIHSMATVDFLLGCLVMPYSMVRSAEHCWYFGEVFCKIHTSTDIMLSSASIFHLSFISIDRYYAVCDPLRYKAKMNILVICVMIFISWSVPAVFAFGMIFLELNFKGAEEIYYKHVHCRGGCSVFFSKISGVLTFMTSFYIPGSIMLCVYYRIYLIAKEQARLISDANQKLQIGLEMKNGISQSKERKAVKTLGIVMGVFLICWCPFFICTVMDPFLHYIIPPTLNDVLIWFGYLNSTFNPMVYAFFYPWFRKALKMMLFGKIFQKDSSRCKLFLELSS
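Assay system – CHO-derived RD-HGA16 cells with stable Gα16 and human TAAR1 · Compound dosing – one-point dosing at 3 µM (nominal) · Incubation – 17-24 h seeding, 75 min 37 °C dye, 30 min RT · Measured by – kinetic Fluo-8 calcium fluorescence · Control set – DMSO vehicle as 0%, PEA at EC100 as 100% · Repeats – single well for each compound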
The depositor's hits bear a star; · = not tested or not shown.

SMILES	CHRM4 antagonist	CHRM4 agonist	CHRM5 PAM	M1 antag	CHRM5 agonist	CHRM1 PAM	CHRM1 agonist	CHRM5 antagonist	TAAR1 agonist
Cc1ccc(-n2nc3c(c2NC(=O)CC(C)C)CS(=O)(=O)C3)cc1	2	1	1	4	-2	3	-2	0	0
Oc1ccc(Nc2ccnc3cc(Cl)ccc23)cc1	5	-1	0	-7	-4	7	-7	8	20
O=C(OCC(=O)N1c2ccccc2Sc2ccccc21)C1CC(=O)N(Cc2ccco2)C1 (stereo unspecified)	11	12	-10	-2	8	2	4	-2	30
CCOc1ccc(-c2nc(CSCC(=O)NCc3ccco3)c(C)o2)cc1	-4	1	-7	-9	-3	4	-4	-3	2
CC(NC(=O)c1ccco1)C(=O)N1CCN(C(c2ccccc2)c2ccccc2)CC1 (stereo unspecified)	8	4	-8	4	-7	-4	-5	11	6
CCC(=O)Nc1cc(C(=O)OCC(=O)c2ccccc2)ccc1C	1	1	0	-3	2	-1	1	-5	6
CC(=O)c1c(C)nc(Nc2nc3ccccc3s2)nc1C	4	1	1	1	2	5	-2	3	1
CN1CCN(NC(=O)c2cn(-c3ccccc3)nc2-c2ccc(OC(F)F)cc2)CC1	-4	3	6	17	-1	-2	1	2	1
Clc1ccc(CNc2ccc(CNc3ncn[nH]3)cc2)c(Cl)c1	10	18	-15	7	-4	-5	-2	18	7
Oc1ccccc1-n1c(-c2ccccc2)ccc1-c1ccccc1	-1	0	3	-3	2	4	-6	-10	4
O=[N+]([O-])c1cc([N+](=O)[O-])c(Oc2ccc(F)cc2F)cc1NN1CCCCC1	-16	3	3	-27	5	19	0	-11	0
CCOc1ccccc1NC(=O)c1cnc2n(c1=O)CCS2	-3	1	-3	-2	-5	6	-4	-4	8
Cc1cccc(NC(=O)NCC(c2cccnc2)N2CCOCC2)c1 (stereo unspecified)	-3	0	-3	1	-7	3	-2	7	9
CCc1ccc(C(=O)Nc2nc3ccccc3[nH]2)cc1	8	4	-5	-3	-3	2	0	10	1
Cc1nc2ccccc2c2oc(C(=O)N3CCN(c4ccc([N+](=O)[O-])cc4)CC3)cc12	-1	0	5	-10	-4	7	0	-7	0
CC(C)c1onc(C(=O)Nc2cccc(O)c2)c1[N+](=O)[O-]	6	2	0	4	-1	2	-1	8	9
Cc1ccc(S(=O)(=O)NCCS(=O)(=O)N2CCN(c3ccc(F)cc3)CC2)cc1	-17	5	-17	8	0	4	2	15	1
Cc1ccc(-c2csc3nnc(SCC(=O)Nc4cccc(C)n4)n23)cc1	-1	4	-11	10	6	-10	-2	13	4
CCOC(=O)CSc1nc(C)c2ccc(C)cc2n1	12	-1	4	8	0	1	-4	-5	0
COC(=O)c1[nH]c(C)c(/C(O)=C2\C(=O)C(=O)N(CCN3CCOCC3)C2c2ccc(C)o2)c1C (stereo unspecified)	-10	1	2	-14	-2	7	-1	4	0

Single values from the list.
CCOC(=O)CSc1nc(C)c2ccc(C)cc2n1 – CHRM4 agonist: -1
Cc1nc2ccccc2c2oc(C(=O)N3CCN(c4ccc([N+](=O)[O-])cc4)CC3)cc12 – CHRM5 antagonist: -7
CCOc1ccccc1NC(=O)c1cnc2n(c1=O)CCS2 – CHRM5 PAM: -3
Cc1cccc(NC(=O)NCC(c2cccnc2)N2CCOCC2)c1 (stereo unspecified) – M1 antag: 1

Following part
SMILES	CHRM4 antagonist	CHRM4 agonist	CHRM5 PAM	M1 antag	CHRM5 agonist	CHRM1 PAM	CHRM1 agonist	CHRM5 antagonist	TAAR1 agonist
CC(C)c1ccc(C(C)NC(=S)NC2CCCCC2)cc1 (stereo unspecified)	12	11	-1	17	-1	-14	0	-5	12
CN(C(=O)Nc1ccc(Cl)cc1Cl)[C@H]1c2cc(Br)ccc2OC[C@H]1CO	0	-2	-3	-3	-9	-5	-7	-4	6
Cc1ccc(C(=O)O)cc1NC(=O)C1CCN(S(=O)(=O)c2ccc3c(c2)OCCO3)CC1	2	-1	3	-25	4	16	0	15	5
O=C(CSc1n[nH]c(=O)n1-c1cccnc1)N1CCOCC1	0	1	20*	-15	10	13	0	-12	0
Cc1noc(C)c1COc1ccc(C(=O)N2CCC(C(N)=O)CC2)cc1	-11	1	5	-9	0	9	-4	3	4
CN(Cc1ccccc1)C(=O)c1ccc(NC(=O)C2CCN(C(=O)OC(C)(C)C)CC2)cc1	-7	13	-3	2	7	-2	-3	-2	23
COc1ccccc1Oc1ccc(N2CC(C(=O)OCC(=O)c3ccccc3)CC2=O)cc1 (stereo unspecified)	0	13	3	10	3	-3	-1	2	1
CC1(CC(=O)N/N=C/c2ccc(-c3ccc(C(=O)O)cc3)o2)OCCO1	-6	2	-1	-30	1	10	-2	3	9
COc1ccc(NC(=S)N2C3CCC2CC(NC(=O)NC24CC5CC(CC(C5)C2)C4)C3)c(OC)c1 (stereo unspecified)	11	0	-2	0	-2	-1	-9	5	15
CCC(C)c1ccccc1NC(=O)CN1CCN(C/C=C/c2ccccc2)CC1 (stereo unspecified)	-9	1	-19	4	-10	-27	-10	11	0
CCCC(=O)NNC(=O)Nc1ccccc1	8	2	-7	2	-1	-2	-2	0	·
O=S(=O)(Nc1ccc(N2CCOCC2)nn1)c1ccccc1	-11	1	1	-7	2	8	-1	-8	6
CC(=O)c1cc(N2CCC(C(=O)O)CC2)ccc1[N+](=O)[O-]	5	0	1	-4	-1	12	-5	5	9
COc1ccc(-c2csc3ncn(-c4cccc(C)c4)c(=O)c23)cc1OC	-11	2	-2	-4	-4	0	-8	-1	9
COc1cccc(CNC(=O)C2CCCN2S(=O)(=O)c2ccc3c(c2)C(C)(C)C(=O)N3C)c1 (stereo unspecified)	-27	1	1	-3	-2	4	-5	-5	2
CCCCCC(=O)NC(=S)Nc1cccc(C(C)=O)c1	2	-1	1	-4	-7	11	-10	3	11
CCN(CC)S(=O)(=O)c1cccc(NC(=O)CCNC(=O)c2ccc([N+](=O)[O-])cc2)c1	8	-1	2	-18	1	4	-1	-3	0
O=C(O)c1ccc(N2CCCC2=O)cc1	-2	1	8	0	-4	1	1	-6	11
c1ccc(CCn2c(SCc3ccccc3)nnc2-c2ccncc2)cc1	-4	2	-3	-8	-9	5	-4	6	10
COc1ccc(-c2[nH]ncc2CN(CCO)CC23CC4CC(CC(C4)C2)C3)c(OC)c1	4	15	-12	15	1	-7	-4	24	3
CSc1nc(N)nc2c1ncn2CC(=O)Nc1ccc(C)c(C)c1	4	10	-7	10	7	-8	3	9	5
Cc1ccc(C)c(-n2nnnc2SCC(=O)Nc2cccc(-c3nnc4n3CCCCC4)c2)c1	8	-2	6	-5	0	4	-5	-2	3
O=C(NCc1ccco1)C1CCN(S(=O)(=O)c2cccc([N+](=O)[O-])c2)CC1	-16	0	-2	-23	-6	22	-3	8	5
CCOC(=O)N1CCN(S(=O)(=O)c2ccc(C(=O)Nc3ccc4c(c3)C(=O)NC4=O)cc2)CC1	5	1	2	-7	1	6	-3	3	0
O=C(COC(=O)c1ccc(S(=O)(=O)NCc2ccco2)cc1)NC1CCCCCC1	8	3	-4	3	3	2	-5	4	7
Cc1cc(=O)oc2cc(OC(C)C(=O)N3CCOCC3)ccc12 (stereo unspecified)	7	0	-2	2	0	0	-5	0	11
O=C(O)c1ccc(F)c(S(=O)(=O)Nc2ccccc2Cl)c1	3	0	6	-2	-2	3	-5	-2	11
COc1ccc(NC(=O)C(=O)NCCCn2ccnc2)cc1	-2	0	3	-14	-4	12	-5	3	0
NS(=O)(=O)c1ccc(CNC(=O)CCCSc2ccccc2)cc1	4	0	-4	-3	-3	15	-5	18	-1
Cc1cccc(NC(=O)CNC(=O)Cn2ncc(Cl)c(Cl)c2=O)c1C	-1	0	0	-4	-1	8	2	12	·

Reprinted from the part before: 2 compounds, followed by the next part.
SMILES	CHRM4 antagonist	CHRM4 agonist	CHRM5 PAM	M1 antag	CHRM5 agonist	CHRM1 PAM	CHRM1 agonist	CHRM5 antagonist	TAAR1 agonist
NS(=O)(=O)c1ccc(CNC(=O)CCCSc2ccccc2)cc1	4	0	-4	-3	-3	15	-5	18	-1
Cc1cccc(NC(=O)CNC(=O)Cn2ncc(Cl)c(Cl)c2=O)c1C	-1	0	0	-4	-1	8	2	12	·
O=C(CSC1=NCCN1)Nc1cccc(C(F)(F)F)c1	-2	3	3	10	-1	0	15	-7	3
COC(=O)c1ccc(C2c3[nH]c4ccccc4c3C[C@H]3C(=O)N(C)CC(=O)N23)cc1 (stereo partly specified)	7	2	0	12	3	-2	0	-7	5
Cc1ccc(NC(=O)CN2CCCN(S(=O)(=O)c3ccc(Br)s3)CC2)cc1	14	1	-8	15	-2	-7	-4	10	·
CN(CCO)CCC(=O)NC1(C)CS(=O)(=O)CC1S(=O)(=O)O (stereo unspecified)	1	1	3	-17	5	7	-2	7	1
CCN(CC)c1ccc(/C=N/Nc2cccc(C)c2)c(O)c1	13	0	-5	7	-2	-4	-10	8	-1
Nn1c(COc2ccc(Cl)cc2)n[nH]c1=S	7	0	-5	-9	-1	7	-2	-1	-1
O=C(CSc1nnc(Nc2ccccc2)s1)NC1CC1	-1	0	-2	-5	3	3	0	4	1
COc1cc(Cl)c(CN2CCCC(CO)(Cc3cccc(Cl)c3)C2)cc1OC (stereo unspecified)	0	0	8	-4	-3	-7	-8	-15	10
O=C(O)c1ccc(Nc2nc(-c3ccccc3)nc3ccccc23)cc1	-6	11	-13	6	3	-8	-2	8	9
O=C(Oc1ccc2c(=O)c(Oc3ccc4ccccc4c3)coc2c1)c1ccco1	2	2	-3	-12	-1	-1	-1	10	2
CCCCCOc1ccc(/C(C)=N/NC2=NCCN2)cc1	-10	6	2	-12	-2	7	-4	5	18
CCCNc1nc(Nc2ccc(C)c(Cl)c2)c2cnn(C)c2n1	-17	2	4	-7	-2	7	-3	-8	2
CCn1c(SCC(=O)c2ccc(C)cc2)nnc1-c1ccncc1	-2	2	-1	-11	3	6	-6	1	11
Cc1nc(N[C@@H](Cc2ccccc2)C(=O)O)c2oc3ccccc3c2n1	-10	1	1	3	4	1	1	-1	7
Cc1ccc(S(=O)(=O)NCCN=C(CN2CCOCC2)NS(=O)(=O)c2ccc(C)cc2)cc1	19	-1	0	-9	0	10	-7	2	17
CCOC(=O)Nc1nc(-c2ccc(F)cc2F)cs1	7	0	0	-8	3	3	-7	6	2
Cc1ccccc1S(=O)(=O)N1CCN(c2ccc3c(c2)C2CC3CCN2C(=O)OCc2ccccc2)CC1 (stereo unspecified)	9	-1	-3	18	0	-10	-4	5	0
O=S(=O)(NC(=S)NC1CCCCC1)c1ccc(Br)cc1	3	0	10	-11	-2	5	-11	0	5
COC(=O)c1sc2ccccc2c1NC(=O)c1ccc(S(=O)(=O)N2CCCCC2C)cc1 (stereo unspecified)	1	0	-4	1	-3	-9	-5	1	2
CCCCN1C(=O)N(c2nnc(C(C)(C)C)s2)C(O)C1c1ccc(C)cc1 (stereo unspecified)	-21	3	5	-14	7	5	5	-7	7
CCN(CC(=O)Nc1ccccc1C(F)(F)F)C(=O)c1ccc(NC(=O)c2cccs2)cc1	-2	13	-9	4	3	-11	0	6	10
CC(=O)Nc1ccc(-c2cc3ccccc3o2)cc1	2	2	-3	-5	-1	10	-2	3	2

Bioassay records (PubChem)

Only part of the results is shown; rates above refer to the full screens.
